From PubChem BioAssay
Lipid storage S3: qHTS Assay for Lipid Storage Modulators in Drosophila S3 Cells; Drosophila S3 cells, BODIPY lipid droplet fluorescence, 18-24 h; cells fed with added oleic acid; Potency in µM for hits, for the others lipid storage change, negative = inhibition, % at the top dose, mostly 46.1 µM; actives 0.64% (n = 320,000); AID 2685; active means well fitted inhibition curve with a large enough effect in the signal ratio, with a control signal flat, not every such curve was filed as active; inconclusive means small, poorly fitted or top-dose-only effect, or effect the other way, or a change in a side signal; the % refers to the signal ratio
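Laser-scanning cytometry quantifies lipid droplet accumulation (500–530 nm total intensity; droplet/cell object ratio) in oleic acid-fed (400 uM added) Drosophila S3 cells treated with a concentration series. 20 uM Triacsin C defined 100% inhibition.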
Lipid storage S3 cell count max: also measured in Lipid storage S3; calls as there; cell number change, %; measured here: cell count max response;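 cells counted by Cell Tracker Red CMTPX staining in the red channel; peak over a dose series mostly up to 46.1 µM; percent activity relative to internal control wells on each plate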
Starred values were filed as active, the others as inactive; i = inactive; ? = inconclusive; / = not tested or not shown; [ ] = another dose, or the depositor's remark. On the % scale 0 is the no-effect control and ±100 the full control effect; potency means the concentration at half of the fitted maximal effect.

Preview (6 entries):
[1] CN(C)/C=N/c1nc(Sc2ccc(C(F)(F)F)cc2[N+](=O)[O-])n[nH]1
[2] COC(=O)CSc1ccnc2cc(Cl)ccc12
[3] O=C(Nc1ccccc1N1CCCC1)c1ccc(Cl)cc1Cl
[4] COc1ccc2c(c1)C(C1C(=O)CCCC1=O)c1ccccc1O2 (stereo unspecified)
[5] CC(=O)Nc1ccc(-c2csc(NC(C)c3ccccc3)n2)cc1 (stereo unspecified)
[6] Cc1cccc(NC(=S)N2CCC(NC(=O)c3cccc(F)c3)CC2)c1

entry no.	1	2	3	4	5	6
Lipid storage S3	?	14%	6%	7%	i	?
Lipid storage S3 cell count max	/	-8	-12	5	/	/

Main list, from the start:
[1] CN(C)/C=N/c1nc(Sc2ccc(C(F)(F)F)cc2[N+](=O)[O-])n[nH]1
[2] COC(=O)CSc1ccnc2cc(Cl)ccc12
[3] O=C(Nc1ccccc1N1CCCC1)c1ccc(Cl)cc1Cl
[4] COc1ccc2c(c1)C(C1C(=O)CCCC1=O)c1ccccc1O2 (stereo unspecified)
[5] CC(=O)Nc1ccc(-c2csc(NC(C)c3ccccc3)n2)cc1 (stereo unspecified)

entry no.	1	2	3	4	5
Lipid storage S3	?	14%	6%	7%	i
Lipid storage S3 cell count max	/	-8	-12	5	/

[6] Cc1cccc(NC(=S)N2CCC(NC(=O)c3cccc(F)c3)CC2)c1
[7] O=C(Nc1nc2c(s1)CCCC2)c1ccc(Br)s1
[8] Cc1ccc(CC2CC(=O)N(c3ncccn3)C2=O)cc1 (stereo unspecified)
[9] Nc1nc(SCC(=O)Nc2ccccc2-c2ccccc2)n[nH]1
[10] CCn1c(O)c(N=NC2=NC(=O)CS2)c2ccccc21

entry no.	6	7	8	9	10
Lipid storage S3	?	0%	-4%	?	7%
Lipid storage S3 cell count max	/	-28	13	/	-5

[11] CCc1ccc(OCC(=O)NNC(=S)NC(=O)C2CC2)c(Br)c1
[12] COc1ccc(-c2cc(C(=O)N3CCCc4ccccc43)no2)cc1OC
[13] CCOC(=O)Nc1ccccc1C(=O)Nc1cc(C)cc(C)c1
[14] Cc1[nH]c2ccc(C(=O)NCCCN3CCOCC3)cc2c1C
[15] CC1CCCN(C(=O)CSc2nnc3ccccn23)C1 (stereo unspecified)

entry no.	11	12	13	14	15
Lipid storage S3	i	?	?	?	?
Lipid storage S3 cell count max	-14	/	/	/	/

[16] CN(Cc1cccnc1)Cc1cn(C)nc1-c1cccc(Cl)c1
[17] Cc1cc(C)n2nc(SCC(=O)Nc3ccccc3F)nc2n1
[18] COc1ccc(/C=N/NC(=S)Nc2c(C)n(C)n(-c3ccccc3)c2=O)cc1OC
[19] Clc1ccc(OCc2cnc(Cl)s2)cc1
[20] CCCN(C(=O)c1cccs1)c1c(N)n(Cc2ccccc2)c(=O)[nH]c1=O

entry no.	16	17	18	19	20
Lipid storage S3	19%	7%	-6%	?	?
Lipid storage S3 cell count max	12	/	/	/	/

[21] Cc1ccc(S(=O)(=O)CC(=O)N(C)C)cc1
[22] Cc1nn(C)cc1CNC(=O)c1ccccc1Br
[23] O=C1CN(C(=O)CSc2nc3ccccc3n2CCc2ccccc2)c2ccccc2N1
[24] COC(=O)CCN1CCN(S(=O)(=O)c2cccc(Br)c2)CC1
[25] O=C(Nc1ccccc1-c1nnn(CC(=O)N2CCOCC2)n1)c1ccc(F)cc1

entry no.	21	22	23	24	25
Lipid storage S3	4%	10%	?	-17%	?
Lipid storage S3 cell count max	-4	16	/	-12	/

[26] CCCCN(C)CCCNC(=O)CN1C(=O)CSc2ccc(S(=O)(=O)N3CCOCC3)cc21
[27] Fc1ccc(N2CCN(C3CCC(c4ccccc4)CC3)CC2)cc1 (stereo unspecified)
[28] O=C(Nc1nnc(C2CC2)s1)c1cc(-c2ccccc2)nn1-c1ccccc1
[29] CC(Sc1nnc(C2CC2)n1C)C(=O)Nc1ccc(N2CCOCC2)cc1 (stereo unspecified)
[30] COc1ccc(CN2CCOC2=O)cc1OC

entry no.	26	27	28	29	30
Lipid storage S3	-3%	i	?	?	7%
Lipid storage S3 cell count max	-6	-9	/	/	12

[31] CC1(C)CN(c2ccc(F)cc2)C1=O
[32] NC(=O)CSc1nnc(-c2ccco2)n1N
[33] Cc1ccc(-c2nc3ccc([N+](=O)[O-])cc3[nH]2)cc1
[34] COc1cccc(C2CC(c3ccccc3)=NN2S(=O)(=O)c2ccccc2)c1OC (stereo unspecified)
[35] C=CCOC(=O)c1ccc(-n2cncn2)nc1

entry no.	31	32	33	34	35
Lipid storage S3	?	?	?	?	i
Lipid storage S3 cell count max	/	/	/	/	-23

[36] COc1ccc(Cl)cc1NC(=O)CCS(=O)(=O)c1ccc(Br)cc1
[37] COc1ccccc1N(C)S(=O)(=O)c1ccc(Cl)c(C(=O)N2CCC2)c1
[38] CCCS(=O)(=O)N1CCN(C(=O)c2ccccc2F)CC1
[39] COc1ccc(NC(=O)COC(=O)C2CC(=O)N(c3ccc(C)cc3)C2)cc1 (stereo unspecified)
[40] COc1ccc(NC(=O)CN(C)C(=O)CCCSc2nc3ccccc3[nH]2)cc1

entry no.	36	37	38	39	40
Lipid storage S3	5%	?	2%	?	?
Lipid storage S3 cell count max	10	/	0	/	/

[41] CC(Sc1nnc(-c2ccccc2F)n1C)C(=O)NC1CCCCC1 (stereo unspecified)
[42] Cc1ccc(-n2nc3c(c2NC(=O)c2cccs2)CS(=O)(=O)C3)cc1C
[43] CC(=O)c1cc2c(cc1NC(=O)CCn1cccc1)OCO2
[44] CCc1nc(NC(=O)NS(=O)(=O)c2ccccc2C(=O)OC)nc(OC)n1
[45] c1ccc2c(c1)NC(c1ccncc1)n1c-2nc2ccccc21 (stereo unspecified)

entry no.	41	42	43	44	45
Lipid storage S3	27%	i	-8%	-3%	4%
Lipid storage S3 cell count max	6	/	-23	-9	3

[46] COc1cc(SC)ccc1C(=O)Nc1ccc2c(c1)CCN2S(C)(=O)=O
[47] O=C(NC1CCCCC1)C(c1cccs1)N(CC1CCCO1)C(=O)c1csnn1 (stereo unspecified)
[48] Cc1cccc2cc(C#N)c(NCCCNS(=O)(=O)c3ccc(Cl)cc3)nc12
[49] COc1ccc2nc(C)[nH]c(=O)c2c1
[50] Cc1ccc(C(=O)Nc2cccnc2)cc1S(=O)(=O)N1CCOCC1

entry no.	46	47	48	49	50
Lipid storage S3	?	1%	-3%	7%	i
Lipid storage S3 cell count max	/	-1	0	-1	-1

[51] COc1ccc(N2CCN(C(=O)Cc3ncc(C(F)(F)F)cc3Cl)CC2)cc1
[52] Cc1sc2ncnc(N[C@@H](CCC(=O)O)C(=O)O)c2c1C
[53] CC(OC(=O)CCN=C1NS(=O)(=O)c2ccccc21)C(=O)Nc1ccc(F)cc1 (stereo unspecified)
[54] N#C/C(=C\c1ccncc1)c1nc2ccccc2[nH]1
[55] COc1ccc2c(Cl)c(C(=O)NCCc3ccc(S(N)(=O)=O)cc3)sc2c1

entry no.	51	52	53	54	55
Lipid storage S3	i	?	?	?	?
Lipid storage S3 cell count max	/	/	/	/	/

[56] CCOC(=O)c1c(C)[nH]c(NC(=O)Nc2c(C)n(C)n(-c3ccccc3)c2=O)c1C
[57] COc1ccc(-c2noc(N3CCC(C(=O)Nc4ccc(OC)cc4OC)CC3)n2)cc1
[58] Cc1cccc(NC(=O)C2CCCN2C(=O)NC2CCCCC2)c1 (stereo unspecified)
[59] Cc1ccc(N2CC(C(=O)OCC(=O)C(C)(C)C)CC2=O)cc1 (stereo unspecified)
[60] COc1ccc(C(CNc2ccc(C(F)(F)F)cn2)N(C)C)cc1OC (stereo unspecified)

entry no.	56	57	58	59	60
Lipid storage S3	-15%	-4%	9%[9.22 µM]	?	?
Lipid storage S3 cell count max	-2	16	-2	/	/

[61] O=S1(=O)CCC(N=Cc2cc(Br)ccc2O)C1 (stereo unspecified)
[62] CC(=O)Nc1ccc(N(C(=O)Cc2c[nH]c3ccccc23)C(C(=O)NC2CCCCC2)c2ccco2)cc1 (stereo unspecified)
[63] COCCSc1ccccc1C(=O)Nc1cc(C)on1
[64] CCCn1nc(NC(=O)c2ccccn2)c2cc3cc(C)ccc3nc21
[65] O=C(/C=C/c1ccco1)NCC(=O)N/N=C/c1ccc(Cl)cc1

entry no.	61	62	63	64	65
Lipid storage S3	?	?	i	?	?
Lipid storage S3 cell count max	/	/	/	/	/

[66] CN(C)c1ccc(NC(=O)CCn2c(=S)oc3ccccc32)cc1
[67] CN1CCC(N(C)C(=O)c2cccc(S(=O)(=O)N3CCOCC3)c2)CC1
[68] C/C(=N\NC(=O)c1c[nH]c2ccccc12)c1ccc2c(c1)OCO2
[69] NC1=NC(=O)C(CC(=O)NCc2ccccc2)S1 (stereo unspecified)
[70] COc1ccc(N2C(=O)c3ccccc3NC23C(=O)N(C)c2ccccc23)cc1 (stereo unspecified)

entry no.	66	67	68	69	70
Lipid storage S3	?	13%	?	-30%	i
Lipid storage S3 cell count max	/	2	/	/	13

[71] N#Cc1cc(NC(=O)c2ccc(F)cc2)c(=O)n2c1[nH]c1ccccc12
[72] Cc1ccc(S(=O)(=O)N2CCCC2C(=O)OCc2nc3sc(C)c(C)c3c(=O)[nH]2)cc1 (stereo unspecified)
[73] Cc1cc(C)n2nc(S(=O)(=O)N(C)Cc3ccccc3)nc2n1
[74] COC(=O)c1c(C)oc(C)c1S(=O)(=O)NCc1ccc(Cl)cc1
[75] O=S(=O)(c1ccc(Br)cc1)c1nc(-c2ccccc2)oc1NCCN1CCOCC1

entry no.	71	72	73	74	75
Lipid storage S3	?	5%	?	?	1%
Lipid storage S3 cell count max	/	13	/	/	3

4 records drawn at random from those above, as already listed:
[73] Cc1cc(C)n2nc(S(=O)(=O)N(C)Cc3ccccc3)nc2n1
[75] O=S(=O)(c1ccc(Br)cc1)c1nc(-c2ccccc2)oc1NCCN1CCOCC1
[71] N#Cc1cc(NC(=O)c2ccc(F)cc2)c(=O)n2c1[nH]c1ccccc12
[74] COC(=O)c1c(C)oc(C)c1S(=O)(=O)NCc1ccc(Cl)cc1

entry no.	73	75	71	74
Lipid storage S3	?	1%	?	?
Lipid storage S3 cell count max	/	3	/	/

Continued:
[76] C/C=C/c1ccc(OCCOc2ccc(C=O)cc2OC)c(OC)c1
[77] O=C(CCCC1=NS(=O)(=O)c2ccccc2N1)OCc1ccc(Cl)cc1
[78] CCN(CC)CCC(c1ccc2c(c1)OCO2)c1c(OC)cc(OC)c2c(-c3ccccc3)cc(=O)oc12 (stereo unspecified)
[79] CC(C)=CCN1CCN(Cc2cccn2-c2ncccn2)CC1CCO (stereo unspecified)
[80] CCC(C)(C(=O)NC1CCCC1)N(Cc1ccco1)C(=O)Cc1cccs1 (stereo unspecified)

entry no.	76	77	78	79	80
Lipid storage S3	-3%	?	18%	-6%	20%
Lipid storage S3 cell count max	22	/	3	-18	19

[81] O=C(CCc1ccccc1)N1CCN(Cc2ccc(F)cc2Cl)CC1
[82] COc1ccc(CCNCc2ccc(OCc3ccc(Cl)nc3)c(OC)c2)cc1OC
[83] Cc1ccc(/C=C/C(=O)C2C(=O)c3ccccc3C2=O)cc1
[84] Cc1c(NC(=O)Nc2ccccc2C(F)(F)F)c(=O)n(-c2ccccc2)n1C
[85] Cc1c(C(=O)Nc2ccc3c(c2)CCC3)cccc1[N+](=O)[O-]

entry no.	81	82	83	84	85
Lipid storage S3	?	i	20%	i	?
Lipid storage S3 cell count max	/	8	-16	/	/

[86] COCCNC(=O)/C(C#N)=C\c1ccc(CNS(=O)(=O)c2ccc(C)cc2)o1
[87] CCOc1ccc2nc(C(=O)N3CCCC(C)C3)sc2c1 (stereo unspecified)
[88] COc1ccc(CC(=O)N2N=C(c3ccncc3)CC2(O)C(F)(F)F)cc1 (stereo unspecified)
[89] O=C(CSc1nnnn1-c1ccc(O)cc1)NC1CCCCC1
[90] CCCCNC(=O)N(C)c1nc2ccccc2s1

entry no.	86	87	88	89	90
Lipid storage S3	?	?	?	?	?
Lipid storage S3 cell count max	/	/	/	/	/

[91] CCOC(=O)N1CCN(CC(=O)Nc2c(C(=O)OC)[nH]c3cc(C)ccc23)CC1
[92] c1ccc(-c2cc3c(N4CCN(c5ccccc5)CC4)ncnc3s2)cc1
[93] Cc1cc(S(=O)(=O)Nc2ccc(C(=O)NCCCN3CCOCC3)cc2)ccc1F
[94] O=C(CNC(=O)C1(c2ccccc2)CC1)Nc1ccc(F)c(F)c1
[95] COc1cc(OC)cc(C(=O)NNC(=O)c2ccc(S(=O)(=O)N(C)c3ccccc3OC)cc2)c1
[96] COc1ccc(OC)c(/C=N/NC2=NS(=O)(=O)c3ccccc32)c1
[97] CCOc1ccccc1OCCC(=O)OCC(=O)c1ccc[nH]1
[98] CC1(OC(=O)CCc2ccccc2)C(=O)C=C2C=C(c3ccc(C#N)cc3)N(Cc3ccco3)C=C2C1=O (stereo unspecified)

entry no.	91	92	93	94	95	96	97	98
Lipid storage S3	?	?	16%	?	10%	?	-6%	-2%
Lipid storage S3 cell count max	/	/	/	/	-10	/	21	-16

A portion of the library; the hit share may differ from the screen's.
